LMNA splice mod – modulators of lamin A splicing; HeLa LMNA splicing GFP/RFP minigene ratio, 48 h; 200,000 compounds, 0.01% hits; Potency, µM (highest dose often 46.1 µM), for the others: at the highest dose ratio change, negative = inhibition, actives largely listed as inhibitors; active = well fitted inhibition curve with a large enough effect in the signal ratio, with a control signal flat, not every such curve was filed as active; inconclusive = small, poorly fitted or top-dose-only effect, or effect the other way, or a change in a side signal; the % refers to the signal ratio; also: potency is read from the fitted curve at half-maximal effect; % is scaled to controls: 0 for no effect and ±100 for the full control effect
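S3 HeLa stable clones carrying a lamin A-EGFP splicing minigene plus DsRed2 were seeded at 600 cells/well in Opti-MEM with 2% FBS, pin-dosed and incubated 48 h at 37°C. Acumen cytometry (488 nm) gave the GFP/RFP total-intensity ratio.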
Epigenetic reg – epigenetic control regulation, reporter derepression; murine LDR cells, GFP reporter derepression, 30 h; Potency, µM (highest dose often 53.9 µM), for the others: at the highest dose GFP activation, hits mostly activators; 280,000 compounds, 0.2% hits; AID 1865; also: potency is read from the fitted curve at half-maximal effect; % of control where 0% means no effect; nearly all actives have a fitted effect of over 60% in size
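Readout is the number of GFP-expressing murine LDR cells, counted by cytometry following washing. Cells were treated with compound for 30 h at 37 C; the stably integrated CMV-GFP locus is normally silent.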
IMPase Li cell – cell-permeable IMPase inhibitors with lithium potentiation | AID 1457 | CHO-M1 cells, IP1 TR-FRET (IP-One), carbachol + lithium | 210,000 compounds, 0.35% hits | Potency, µM (top dose mostly 59.4 µM), inactives show at the top dose activity, negative = IMPase inhibition, hits mostly inhibitors;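 also: IP1 builds up when IMPase is blocked and the TR-FRET signal falls; potency is read from the fitted curve at half-maximal effect; plate controls were basal vehicle for no effect and high inhibitor control for full effect; nearly all actives have a fitted effect of over 50% in size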
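Test compounds were applied to CHO-M1 cells previously cultured for 16–30 h at 2000 per well. A small lithium amount accompanied them; after 30 min at 37C, IP1 was quantified by TR-FRET.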
HttQ103 aggreg – mutant huntingtin aggregation inhibition | PC12 HttQ103-GFP aggregates, Acumen cytometry, 40 h | Potency, µM (doses to about 46.1 µM), without a hit: top-dose activity change, negative = inhibition, actives largely listed as inhibitors | 220,000 compounds, 1.1% hits | AID 1688; also: potency is read from the fitted curve at half-maximal effect; % is scaled to controls: 0 for no effect and ±100 for the full control effect; nearly all actives have a fitted effect of over 60% in size
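Aggregates are detected as GFP objects 1–25 µm with signal 6 STDEV over background in lysates of induced PC12 cells. These carry Huntingtin exon 1 with 103 glutamines fused to GFP under an ecdysone promoter; compounds titrated.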
CBFb RUNX1 block – CBF-beta/RUNX1 interaction disruption | Q01196+Q13951 | AlphaScreen CBFb-His/RUNX1-biotin binding, biochemical | Potency, µM (series often up to 59.8 µM), without a hit: at the highest dose activity, negative = inhibition, most hits filed as inhibitors | 230,000 tested, under 10 active | AID 1477; also: % of control where 0% means no effect
Target sequence (Q01196 whole entry, looked up): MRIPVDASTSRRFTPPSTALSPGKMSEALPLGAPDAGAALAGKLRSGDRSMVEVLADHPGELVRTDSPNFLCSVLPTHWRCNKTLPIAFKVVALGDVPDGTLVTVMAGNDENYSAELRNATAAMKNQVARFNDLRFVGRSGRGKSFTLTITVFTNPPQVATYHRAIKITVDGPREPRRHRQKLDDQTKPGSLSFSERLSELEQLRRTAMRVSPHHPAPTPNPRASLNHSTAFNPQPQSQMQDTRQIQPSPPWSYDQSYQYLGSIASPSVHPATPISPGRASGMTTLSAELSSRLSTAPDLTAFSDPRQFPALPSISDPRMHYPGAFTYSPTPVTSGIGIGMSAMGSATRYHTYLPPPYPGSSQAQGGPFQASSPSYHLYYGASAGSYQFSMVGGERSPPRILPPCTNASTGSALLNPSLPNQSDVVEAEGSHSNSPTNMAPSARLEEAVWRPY
Target sequence (Q13951 whole entry, looked up): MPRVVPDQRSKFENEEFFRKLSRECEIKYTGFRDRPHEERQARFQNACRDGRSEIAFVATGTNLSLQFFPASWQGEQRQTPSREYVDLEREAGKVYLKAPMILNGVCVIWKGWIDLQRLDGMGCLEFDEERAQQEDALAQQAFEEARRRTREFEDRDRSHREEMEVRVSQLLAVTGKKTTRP
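Room-temperature protein-protein interaction test with 30 nM each of His-tagged CBF-beta and biotinylated RUNX1, 15 min with compound, then 90 min with nickel plus streptavidin beads. Signal read in AlphaScreen mode.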
Luc counter – Kinase-Glo luciferase inhibition (counter-screen) | Potency, µM (doses to about 38.3 µM), inactives show at the highest dose activity change, negative = inhibition, most hits filed as inhibitors | Kinase-Glo luciferase, ATP luminescence, 8 min | 200,000 compounds, 0.28% hits | AID 1379 | Q27757; also: potency is read from the fitted curve at half-maximal effect; % is scaled to controls: 0 for no effect and ±100 for the full control effect; nearly all actives have a fitted effect of over 60% in size
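Compound is pinned into ATP-containing buffer (10 uM ATP, imidazole pH 7.2, 7 mM MgCl2). Kinase-Glo luciferase reagent is then added. Light output is recorded following an 8-min room-temperature incubation.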
NPSR antagonist – neuropeptide S receptor (human) antagonism, cAMP. Q6W5P4. CHO-NPSR cells, cAMP TR-FRET, antagonist mode. Potency, µM (doses to about 38.3 µM), for inactives: at the highest dose activity change, negative = inhibition, hits mostly inhibitors. 220,000 compounds, 1% hits. AID 1461; also: potency is read from the fitted curve at half-maximal effect; % is scaled to controls: 0 for no effect and ±100 for the full control effect; nearly all actives have a fitted effect of over 50% in size; many of its hits are not listed in these tables
Target sequence (Q6W5P4 whole entry, looked up): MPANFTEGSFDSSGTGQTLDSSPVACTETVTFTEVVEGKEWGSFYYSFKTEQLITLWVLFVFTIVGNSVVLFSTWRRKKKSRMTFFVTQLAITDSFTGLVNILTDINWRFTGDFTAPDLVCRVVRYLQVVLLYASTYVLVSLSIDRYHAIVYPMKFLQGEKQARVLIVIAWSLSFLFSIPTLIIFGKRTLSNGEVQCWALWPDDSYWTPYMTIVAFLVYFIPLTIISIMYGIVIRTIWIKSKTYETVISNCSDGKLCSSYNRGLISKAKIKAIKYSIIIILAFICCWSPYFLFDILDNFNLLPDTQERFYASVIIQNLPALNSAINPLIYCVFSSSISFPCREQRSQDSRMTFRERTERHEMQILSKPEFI
Numbers without * were called inactive; u = inconclusive; x = not tested or not shown; & = joins results of further samples; [ ] = another dose, or the depositor's remark. Unless noted, calls follow the shape of the dose curve; as a rule, active = well fitted curve in the direction sought with a large enough effect; inconclusive = small, poorly fitted or top-dose-only effect, or another doubt; inactive = no such curve, though single readings can be large; an effect the other way counts as inactive or inconclusive.

Structure | LMNA splice mod | Epigenetic reg | IMPase Li cell | HttQ103 aggreg | CBFb RUNX1 block | Luc counter | NPSR antagonist
Cc1ccnc2nc(C(=O)N3CCN(c4ccc(F)cc4)CC3)nn12 | 9% | 1.8% | 27%[38.3 µM] | -2%[9.22 µM] | -1% | 5% | -10%[46.1 µM]
Cn1nc2c(c1C(=O)N1CCCC(C(=O)c3cc(F)ccc3F)C1)CCCC2 (configuration not stated) | x | -1.2% | 14% | 18%[9.22 µM] | 9% | x | 11%
COc1ccc(C(OC(=O)c2ccco2)C(=O)NCc2ccc(C)cc2)cc1 (configuration not stated) | 6% | -2.3% | -8%[38.3 µM] | 6% | -2% | -3% | -12%[46.1 µM]
Cc1ccc(C(=O)NCc2ccccn2)c(Cl)c1 | 5% | -1.2% | 10%[38.3 µM] | 8% | -1% | -7% | 9%[46.1 µM]
CCCCNC(=S)NC(=O)c1ccccc1Br | 14% | -0.9% | 10% | -5% | 12% | -3% | 6%
CCOc1ccc(C(=O)NCC(=O)OCc2c(F)cccc2Cl)cc1 | 4% | 0.0% | -6% | -3% | 6% | 1% | -7%
Cc1nc(SCn2nnc3ccccc3c2=O)nc(C)c1C | u | u | -6%[38.3 µM] | -19% | 8% | -1% | -34%[46.1 µM]
Cc1ccc(C(=O)Nc2ccc(S(=O)(=O)N3CCc4ccccc4C3)cc2)o1 | u | 0.0% | 13%[38.3 µM] | -11% | 6% | 3% | -22%[46.1 µM]
CC(=O)N(Cc1ccc(F)cc1)C1=C(NCc2ccccc2)C(=O)c2ccccc2C1=O | u | 1.1% | 22%[38.3 µM] | 8.9µM* | u | 17% | u
CC(=O)Nc1ccc(C(=O)Nc2ccc3c(c2)OCO3)cc1 | 10% | 3.6% | -39%[38.3 µM] | 5% | -14% | -8% | -17%[46.1 µM]
COc1ccc(-c2ccc(-c3noc(C)n3)c(OC)n2)cc1 | 4% | -1.0% | 25%[38.3 µM] | 16% | 8% | 1% | -9%[46.1 µM]
Cc1ccc2c(c1)nnn2C1CCN(CC(=O)NCCc2ccccc2)CC1 | 10% | -1.3% | -7%[38.3 µM] | -18% | -3% | -6% | u
O=[N+]([O-])c1cc2oc3c(c2c(C=NCc2ccncc2)c1O)CCCC3 | u | 0.0% | 3% | 2% | u | -1% | -49%
O=C(NCc1cccc(C(F)(F)F)c1)C1CC(c2ccc(C(F)(F)F)cc2)=NO1 (configuration not stated) | x | 2.0% | x | -13%[9.22 µM] | 25% | x | -31%
Clc1ccc(/C=N/N2CCCCC2)cc1 | x | -3.8% | x | 10%[9.22 µM] | 0% | x | -48%
O=C(Cn1c(=O)oc2ccccc21)c1ccccc1 | -4% | 0.6% | -2%[38.3 µM] | 5% | 0% | -4% | 7%[7.67 µM]
O=C(C(=O)N1CCCC1CO)N1CCCC1CO (configuration not stated) | x | -1.2% | -4% | -12%[9.22 µM] | 4% | -2% | -4%
CCN(CC)CCNS(=O)(=O)c1ccc(Cl)cc1 | 7% | -1.5% | -3%[38.3 µM] | 2% | -1% | -4% | 10%[46.1 µM]
CSc1ccc(Cl)c(C(=O)OCC(=O)N2CC(C)OC(C)C2)c1 (configuration not stated) | -3% | -1.0% | 21%[38.3 µM] | -7% | 7% | -6% | -5%[46.1 µM]
COC(=O)c1cccc(NC(=O)C2COc3ccccc3O2)c1C (configuration not stated) | -1% | 1.7% | -16%[38.3 µM] | 10% | 2% | 2% | 9%[7.67 µM]
COc1cccc(/C=C2\SC(=O)N(CCC(=O)NNC(=O)c3cccc(Cl)c3)C2=O)c1 | -11% | -1.0% | 9% | 10% | -2% | 0% | 10%
COc1ccc(N(C(=O)c2cccnc2)S(=O)(=O)c2cccc([N+](=O)[O-])c2)cc1 | u | 0.0% | 9% | -18% | 0% | 0% | -13%
Fc1ccc(Nc2nc(N3CCOCC3)c3ccccc3n2)cc1 | u | -1.8% | 10%[38.3 µM] | 0%[9.22 µM] | 4% | 0% | -13%[46.1 µM]
O=c1oc2cc([N+](=O)[O-])ccc2nc1/C=C(\O)c1cccc(Br)c1 | x | 1.1% | x | 17%[9.22 µM] | 7% | x | -6%
Cc1[nH]c2ccccc2c1C(=O)CSC(=S)N1CCOCC1 | x | -0.5% | x | -13%[9.22 µM] | -2% | x | -2%

Following part.
Structure | LMNA splice mod | Epigenetic reg | IMPase Li cell | HttQ103 aggreg | CBFb RUNX1 block | Luc counter | NPSR antagonist
O=[N+]([O-])c1ccc(-c2csc(Nc3ccccc3)[n+]2Cc2ccccc2)cc1 | u | 0.0% | 11% | 3% | -6% | -7% | -30%
CCCCCCc1c(O)nc(SCCN(C)C)[nH]c1=O | x | -1.0% | x | 13%[9.22 µM] | 2% | x | -3%
Cc1cc2cc(CNC(=O)c3cccc([N+](=O)[O-])c3)ccc2[nH]1 | u | 0.1% | 1% | -31% | -1% | -2% | -10%
CCn1cc(/C=N\NC(=O)c2c[nH]c3ccccc23)c(C)n1 | -7% | 14% | -1% | -10% | 1% | 0% | -5%
O=C(/C=C/c1ccccc1)N1CCN(c2ccccn2)CC1 | -3%[0.0737 µM] | -0.9% | -7%[38.3 µM] | 5% | -1% | 1% | 0%[46.1 µM]
CC(C)NC(=O)CCCc1c[nH]c2ccccc12 | 2%[9.22 µM] | 0.9% | 5% | 5% | 8% | 3% | 6%
COc1cc(/C=N/NC(=O)C(=O)NCC2CCCO2)cc(Cl)c1O (configuration not stated) | x | 0.1% | x | u | 0% | x | -6%
Cc1ccc(S(=O)(=O)CC(=O)Nc2ccc(S(=O)(=O)Nc3ccccn3)cc2)cc1 | x | 2.3% | 0% | -1% | 5% | 2% | 16%
CCOC(=O)C1CC=C(Cl)CC1C(=O)Nc1nccs1 (configuration not stated) | 7% | 2.6% | 17%[38.3 µM] | 3% | 2% | -5% | -1%[46.1 µM]
O=C(NCc1ccco1)c1cc2n(n1)C(C(F)(F)F)CC(c1ccc(Br)cc1)N2 (configuration not stated) | 13% | 3.1% | 9%[38.3 µM] | 7% | 0% | -4% | -16%[46.1 µM]
Cc1cc([N+](=O)[O-])ccc1NC(=S)NC(=O)C(c1ccccc1)c1ccccc1 | u | 4.4% | 9%[38.3 µM] | u | -27% | -2% | u
O=c1ccc(S(=O)(=O)N2CCC(Cc3ccccc3)CC2)c[nH]1 | 0% | -1.1% | 48%[activator][38.3 µM] | u | 7% | -3% | -3%[46.1 µM]
CCN(Cc1ccccc1)C(=O)C1CCC(CNc2c(N3CCOCC3)c(=O)c2=O)CC1 (configuration not stated) | 4% | -0.2% | -7%[38.3 µM] | -9% | 2% | 1% | -19%[46.1 µM]
CCOC(=O)C1CCCN(CCC(=O)Nc2ccc3c(c2)CCC3)C1 (configuration not stated) | -8% | -1.0% | 40%[activator][38.3 µM] | 1% | 3% | 0% | -9%[46.1 µM]
CC(Sc1nnc(Cc2cccs2)n1C1CCCCC1)C(=O)NCc1ccco1 (configuration not stated) | -8% | 0.8% | 39%[activator][38.3 µM] | 0%[9.22 µM] | -5% | 7% | -15%[46.1 µM]
O=C(O)C(O)c1ccccc1 (configuration not stated) | u | -3.0% | x | 13% | 1%&19%&11% | x | 6%
CN(C)c1ccc(C2C=C(c3ccc(Cl)cc3OC(F)F)Nc3ncnn32)cc1 (configuration not stated) | -21% | 9.0% | 7% | -1% | 2% | -2% | -12%[46.1 µM]
Cc1cc(C)c2c(CC(=O)N(CCC#N)Cc3cccnc3)coc2c1 | -15% | -7.9% | 21%[38.3 µM] | -10% | 9% | -2% | -10%[46.1 µM]
NNS(=O)(=O)c1ccc(Sc2ccccn2)c([N+](=O)[O-])c1 | 19%[46 µM] | 0.0% | x | -12%[9.22 µM] | -3% | x | -20%
C=CCn1c(-c2ccc(C)cc2)nc2ccccc21 | 14% | -0.3% | 19%[38.3 µM] | -5%[1.84 µM] | 0% | 6% | u
COc1ccc(CNc2nc(-c3ccccc3)nn2C(=O)c2ccc([N+](=O)[O-])cc2)cc1 | -5% | 0.0% | 6% | -1% | -1% | 0% | 4%
CSC1=NC(C)(C)CC2(C)Nc3ccccc3N12 (configuration not stated) | -1% | 13% | -1% | 30% | 3% | 1% | 11%
Nc1c([N+](=O)[O-])cc(-c2cnc[nH]2)cc1[N+](=O)[O-] | 3%[46 µM] | 1.1% | 7% | 8% | -8% | -22% | -14%
Cc1ccc(C=Nc2ccccc2C(=O)Nc2ccccc2)cc1 | 19% | -1.8% | 2% | 10% | -1% | 4% | -30%
CCOC(=O)C1=C(c2ccccc2)NC(=S)NC1c1ccc(Cl)c([N+](=O)[O-])c1 (configuration not stated) | u | -1.9% | -1% | 2% | -7% | 0% | -34%
CCn1c(=O)cc(SCC(=O)N2CCN(c3ccccc3F)CC2)c2ccccc21 | u | 0.0%&-1.7% | -26%[38.3 µM] | u | 2% | -1% | u
N#Cc1c(NC(=O)c2ccc(-c3ccccc3[N+](=O)[O-])o2)sc2c1CCCC2 | 0%[0.0737 µM] | -0.9% | 16%[38.3 µM] | -8% | -2% | 1% | -13%[46.1 µM]

Some of these compounds in order of SMILES length, descending:
Structure | LMNA splice mod | Epigenetic reg | IMPase Li cell | HttQ103 aggreg | CBFb RUNX1 block | Luc counter | NPSR antagonist
COc1ccc(CNc2nc(-c3ccccc3)nn2C(=O)c2ccc([N+](=O)[O-])cc2)cc1 | -5% | 0.0% | 6% | -1% | -1% | 0% | 4%
Cc1ccc(S(=O)(=O)CC(=O)Nc2ccc(S(=O)(=O)Nc3ccccn3)cc2)cc1 | x | 2.3% | 0% | -1% | 5% | 2% | 16%
CCN(Cc1ccccc1)C(=O)C1CCC(CNc2c(N3CCOCC3)c(=O)c2=O)CC1 (configuration not stated) | 4% | -0.2% | -7%[38.3 µM] | -9% | 2% | 1% | -19%[46.1 µM]
O=c1ccc(S(=O)(=O)N2CCC(Cc3ccccc3)CC2)c[nH]1 | 0% | -1.1% | 48%[activator][38.3 µM] | u | 7% | -3% | -3%[46.1 µM]
COc1cc(/C=N/NC(=O)C(=O)NCC2CCCO2)cc(Cl)c1O (configuration not stated) | x | 0.1% | x | u | 0% | x | -6%
O=C(/C=C/c1ccccc1)N1CCN(c2ccccn2)CC1 | -3%[0.0737 µM] | -0.9% | -7%[38.3 µM] | 5% | -1% | 1% | 0%[46.1 µM]
CCOC(=O)C1CC=C(Cl)CC1C(=O)Nc1nccs1 (configuration not stated) | 7% | 2.6% | 17%[38.3 µM] | 3% | 2% | -5% | -1%[46.1 µM]
CSC1=NC(C)(C)CC2(C)Nc3ccccc3N12 (configuration not stated) | -1% | 13% | -1% | 30% | 3% | 1% | 11%

High-throughput results deposited in PubChem by National Center for Advancing Translational Sciences (NCATS).

The list is partial; count on the stated rates, not on these rows.
